DRD3 agonist – activates the human D3 dopamine receptor; P35462; D3R DiscoveRx beta-arrestin cells, luminescence, 90 min; actives 0.58% (n = 410,000); AID 652048; max activation, %; in the data active means max activation above about 30%; further: 0% is about no effect; mostly tested at two doses, the higher about 12 µM
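Agonist-mode cell screen: cells plated at 1500/well and incubated overnight at 37 °C, then exposed to library compounds for 90 min at 37 °C. Detection reagent was added for 30–60 min at room temperature, and luminescence was read.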
DRD3 antagonist – blocks the human D3 dopamine receptor | P35462 | D3R cells, DiscoveRx beta-arrestin luminescence, antagonist mode; hits give low values | max response, negative = inhibition, % | actives 2.5% (n = 360,000) | AID 652054; in the data active means max response below about -50%; inconclusive means no clear call, values can overlap the other calls; further: on the % scale 0 is the no-effect control and ±100 the full control effect; mostly tested at two doses, the higher about 12 µM
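Cells plated overnight at 1500 cells/well, then exposed to library compounds with dopamine controls for 90 minutes at 37 degrees C. DiscoveRx reagent added for 30–60 minutes at room temperature; luminescence read, quantitative HTS format.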
EPAC2 ag – agonists of human EPAC2 (RAPGEF4); EPAC2 activation, biochemical qHTS; response scale: 100% = 6.5 mM cAMP response; actives 0.079% (n = 360,000); Potency, µM (series often up to 154 µM), for the others: top-dose activation, hits mostly activators; Q8WZA2; AID 720711; further: potency means the concentration at half of the fitted maximal effect; nearly all actives have a fitted effect of over 50% in size
Target sequence (Q8WZA2 whole entry, looked up): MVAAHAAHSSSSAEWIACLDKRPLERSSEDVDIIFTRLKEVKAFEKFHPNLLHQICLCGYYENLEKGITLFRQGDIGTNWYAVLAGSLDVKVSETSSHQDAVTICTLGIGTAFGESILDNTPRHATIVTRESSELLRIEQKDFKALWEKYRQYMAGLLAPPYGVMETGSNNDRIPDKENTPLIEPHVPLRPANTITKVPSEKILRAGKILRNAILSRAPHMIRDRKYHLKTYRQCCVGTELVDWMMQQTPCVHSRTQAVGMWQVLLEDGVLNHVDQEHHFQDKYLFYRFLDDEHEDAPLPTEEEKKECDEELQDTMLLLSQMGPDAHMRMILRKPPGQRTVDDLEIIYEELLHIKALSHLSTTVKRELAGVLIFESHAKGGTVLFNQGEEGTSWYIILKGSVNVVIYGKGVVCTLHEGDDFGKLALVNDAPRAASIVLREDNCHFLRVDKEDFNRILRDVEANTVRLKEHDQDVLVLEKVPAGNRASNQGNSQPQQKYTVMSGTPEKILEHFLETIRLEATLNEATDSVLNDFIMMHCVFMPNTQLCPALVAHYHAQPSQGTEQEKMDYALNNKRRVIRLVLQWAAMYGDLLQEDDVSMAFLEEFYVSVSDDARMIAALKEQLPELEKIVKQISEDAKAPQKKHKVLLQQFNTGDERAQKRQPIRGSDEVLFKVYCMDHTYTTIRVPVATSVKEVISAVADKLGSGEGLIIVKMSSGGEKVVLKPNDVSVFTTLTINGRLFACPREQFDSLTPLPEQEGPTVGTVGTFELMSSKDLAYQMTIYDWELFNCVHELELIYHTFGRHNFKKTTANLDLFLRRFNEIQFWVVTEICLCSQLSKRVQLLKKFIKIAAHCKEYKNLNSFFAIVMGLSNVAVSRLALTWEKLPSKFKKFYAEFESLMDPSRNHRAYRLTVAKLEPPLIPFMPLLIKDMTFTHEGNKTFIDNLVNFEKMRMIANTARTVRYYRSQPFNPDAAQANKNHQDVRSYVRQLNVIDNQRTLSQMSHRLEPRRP
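qHTS, titration series. 100 nM EPAC2 / 250 nM Rap1B-BODIPY-GDP / 50 uM GDP; RT; ex 480/em 540 nm, 5-min reads to 30 min. Norm. to 6.5 mM cAMP = activation.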
aSyn yeast inh – alpha-synuclein toxicity inhibition in yeast. actives 0.14% (n = 370,000). Yeast expressing alpha-synuclein, growth rescue, BacTiter-Glo, 24 h. Potency, µM (series often up to 46.1 µM), for the others: top-dose growth rescue (activation), most hits filed as activators; further: potency means the concentration at half of the fitted maximal effect; % of control where 0% means no effect; nearly all actives have a fitted effect of over 65% in size
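Galactose-induced alpha-syn yeast (OD600=0.02, raffinose-pregrown) + pinned cpd, 24 hr, 30 deg C; growth by BacTiter-Glo luminescence. Growth restoration scores as activation.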
EPAC2 antagonist – EPAC2 (human) antagonism; Q8WZA2; EPAC2 GEF exchange of Rap1B-BODIPY-GDP, fluorescence; Potency, µM (doses to about 114 µM), without a hit: at the top dose activity, negative = inhibition, hits mostly inhibitors; actives 0.18% (n = 360,000); further: potency means the concentration at half of the fitted maximal effect; on the % scale 0 is the no-effect control and ±100 the full control effect; nearly all actives have a fitted effect of over 45% in size; many of its hits are not listed in these tables
TDP43 rescue – inhibitors of TDP-43 toxicity in yeast | Potency, µM (doses to about 46.1 µM), without a hit: at the highest dose growth rescue (activation), usual class: activators | TDP-43 expressing yeast growth rescue, BacTiter-Glo, 24 h | actives 1.8% (n = 410,000); further: potency means the concentration at half of the fitted maximal effect; % of control where 0% means no effect; nearly all actives have a fitted effect of over 50% in size
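Cell-based yeast growth screen: TDP-43 expression induced in galactose, inoculum OD600=0.02 after raffinose pregrowth to mid-log. Read-out BacTiter-Glo luminescence at 24 hr, 30 deg C; inhibition of toxicity seen as signal increase.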
Abeta rescue – A-beta toxicity reversal in yeast; yeast expressing A-beta42, growth rescue, OD600, 48 h; response scale: 0% DMSO, 100% iron-clioquinol control; Potency, µM (titrated, usually from 46.1 µM), inactives show at the top dose growth rescue, hits mostly activators; actives 0.063% (n = 410,000); AID 1347071; further: potency means the concentration at half of the fitted maximal effect; nearly all actives have a fitted effect of over 55% in size
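Growth rescue measured by 600 nm absorbance after 48 h yeast culture at 30 C with compound. Values normalized between DMSO and an equimolar ferric chloride plus clioquinol control.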
FUS suppressor – suppressors of FUS proteinopathy in yeast; S. cerevisiae FUS-expressing, growth rescue, OD600, 24 h; Potency, µM (titrated, usually from 76.6 µM), for inactives: at the top dose growth rescue (activation), actives largely listed as activators; actives 0.24% (n = 390,000); AID 1347120;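 further: potency means the concentration at half of the fitted maximal effect; plate controls were DMSO vehicle for no effect and reference control for full effect; nearly all actives have a fitted effect of over 55% in size; some results filed as inactive show a strong effect at the top dose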
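Galactose (2%) drives FUS expression in yeast precultured in raffinose; seeding density OD 0.005. Test compounds incubated 24hr at 30C and 99% humidity before absorbance at 600 nm was measured.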
* marks the source's active call; other numbers are inactive results; u = inconclusive; x = not tested or not shown; [ ] = remark or other dose. Unless noted, the call rests on the fitted dose curve; in most records, active means well fitted curve in the direction sought with a large enough effect; inconclusive means small, poorly fitted or top-dose-only effect, or another doubt; inactive means no such curve, though single readings can be large; an effect the other way counts as inactive or inconclusive. An excerpt; count on the stated rates, not on these rows.

SMILES	DRD3 agonist	DRD3 antagonist	EPAC2 ag	aSyn yeast inh	EPAC2 antagonist	TDP43 rescue	Abeta rescue	FUS suppressor
O=C(Nc1ccc2c(c1)OCO2)c1ccc(CN2CCOCC2)cc1	-2	-12	8%	-4%	0%	-4%	10%	28%
Cc1ccc(OC(=O)CCS(=O)(=O)c2ccc(C)cc2)cc1	-10	-29	14%	-2%	0%	-16%	-5%	36%
Cc1ccc(S(=O)(=O)/N=C2\C=C(NS(=O)(=O)c3ccccc3)C(=O)c3ccccc32)cc1	-6	-28	18%	0%	u	-18%	u	9%
CCC(=O)N1c2ccc(S(=O)(=O)CCC(=O)NCc3cccc(OC)c3)cc2CC1C (stereo not given)	1	x	x	x	x	u	-9%	4%
CCNc1cc(N2CCN(S(=O)(=O)c3ccc4c(c3)CCCC4)CC2)ccc1[N+](=O)[O-]	4	8	0%	-1%	7%	-6%	12%	8%
Cc1ccc(Cn2nnc3c(=O)[nH]c(C4CCCN(S(=O)(=O)c5ccccc5)C4)nc32)cc1 (stereo not given)	-3	-12	23%	1%	-1%	-10%	-6%	-2%
O=C(CCC1CCCN(Cc2ccc(O)c(Cl)c2)C1)NCc1ccccc1F (stereo not given)	-25	3	3%	-6%	19%	11%	-7%	-15%
Nc1ccc2c(c1)C(=Cc1cccnc1)c1ccccc1-2	-7	-22	-2%	14%	-3%	u	-9%	14%
O=C(CCCSc1ccc(Cl)cc1)Nc1ccccc1O	-3	-21	21%	9%	-16%	u	-15%	13%
CCCn1c(C(C)NC(C)=O)nc2ccccc21 (stereo not given)	7	22	6%	3%	7%	2%	3%	-22%
CN(C)CCNC(=O)c1cc2c(s1)-c1ccc(Cl)cc1SC2	1	u	5%	-23%	-11%	-24%	-44%[inhibitor]	-8%
Cc1ccc(O)c(C(=O)c2cnc(/N=C(\N)N(C)C)nc2)c1	-11	-10	-4%	2%	-7%	-10%	4%	14%
COC(=O)CSC1=C(C#N)C(c2ccc3c(c2)OCO3)C2=C(CCCC2=O)N1 (stereo not given)	10	21	-13%	7%	-1%	-3%	19%	-7%
Cc1nnc(SCC(=O)Nc2ccc(Br)cc2)n(N)c1=O	0	-6	1%	-8%	-1%	12%	10%	10%
O=C(COC(=O)C1CCN(S(=O)(=O)c2ccc3c(c2)OCCO3)CC1)Nc1ccc(C(F)(F)F)cc1	-1	1	1%	12%	-24%	-20%	9%	x
Cc1ccc(C2C(/C=C3/SC(=S)NC3=O)=C(c3cccs3)Oc3ccccc32)cc1 (stereo not given)	5	8	11%	-16%	u	-21%	-7%	-6%
c1ccc(CNc2nc(NCc3ccccc3)c3sccc3n2)cc1	4	0	13%	-11%	-15%	22%	2%	-4%
CCCC12CN3CC(CCC)(CN(C1)C3c1c[nH]c3ccc(OC)cc13)C2=O (stereo not given)	5	x	x	x	x	11%	7%	-27%
O=C1NC[C@H](Cc2ccccc2)N(C[C@@H]2CCCN2C[C@H](Cc2ccc(O)cc2)N2C[C@H](Cc3ccc(O)cc3)N(CCc3ccccc3)C(=O)C2=O)C1=O	2	15	4%	1%	-13%	13%	7%	18%
CCCOc1ccc2oc(=O)c3c(c2c1)CCCN3C(=O)CN(C)Cc1ccccc1	-13	-17	-6%	4%	-9%	6%	15%	-18%
C#CCN1C(=O)S/C(=C\c2ccc(N3CCOCC3)cc2C)C1=O	5	4	-3%	1%	11%	7%	2%	12%
Cc1ccc(OCC(=O)Nc2ccc(OCc3cc(=O)n4ccsc4n3)cc2)cc1C	10	x	x	x	x	8%	-7%	-14%
CCOC(=O)c1ccc(N2Cc3ccccc3C2)cc1O	3	8	3%	-17%	3%	25%	14%	u
C=C1CCN([C@@H](Cc2ccccc2)C(=O)Nc2ccc(OC)cc2)S(=O)(=O)c2ccccc21	23	25	16%	5%	-2%	21%	4%	29%
CC(=O)C1=C(C)NC(SCC(=O)c2cc(Cl)ccc2Cl)=C(C#N)C1c1ccco1 (stereo not given)	-8	-25	23%	-8%	-6%	-29%	-4%	25µM*
COCCNC(=O)/C(C#N)=C/c1cccc(/C=C(\C#N)C(=O)NCCOC)c1	9	-11	7%	19%	1%	u	u	6%
CC(C)(C)NC(=O)COc1coc(CN2CCN(Cc3ccccc3)CC2)cc1=O	2	9	5%	2%	0%	-10%	6%	-21%
O=C(COC(=O)c1cccnc1Cl)Nc1ncc(Cl)cc1Cl	-5	-16	15%	-1%	0%	0%	19%	8%
CCc1nc2c(OCc3cc(Cl)cc(Cl)c3)cccn2c1N(C=O)Cc1ccc(OC)cc1	11	27	10%	18%	2%	13%	-26%	u
Cc1cc(C)cc(-n2ccnc2SCC(=O)Nc2ccc(C)cc2C)c1	-15	x	x	19%	x	u	-18%	23%
CCCc1nccn1S(=O)(=O)c1cc(OC)ccc1OC	2	15	14%	-5%	6%	8%	2%	2%
Cc1ccc2c(c1)C1CN(C)CCC1N2C(=S)Nc1ccc(OC(F)F)cc1 (stereo not given)	-8	-6	6%	-15%	-7%	-10%	-18%	9%
COc1cccc(-c2c3c([nH]c(=O)c2C#N)CCc2cc(OC)ccc2-3)c1	-7	-23	2%	-7%	-3%	-18%	-12%	26%
COc1ccc(OCc2cc(C(=O)N(C)Cc3nccn3C)no2)c2ccccc12	3	14	5%	1%	2%	-16%	-15%	x
CCC1CCCCN1C(=O)COC(=O)COc1ccc(Br)cc1 (stereo not given)	-12	-21	7%	-3%	-3%	-32%[inhibitor]	-12%	-5%
COc1ccc(NC(=O)NCc2ccccn2)cc1OC	4	0	0%	-3%	1%	-5%	19%	-8%
COC(=O)c1c(S(N)(=O)=O)c2ccccc2n1C	5	-9	-2%	4%	2%	10%	8%	5%
COc1ccc(CN(C(=O)/C=C/c2ccco2)C2CCS(=O)(=O)C2)cc1 (stereo not given)	3	2	-3%	-11%	-7%	-1%	6%	16%
Fc1ccccc1OCCSc1nc2ccccc2o1	3	-24	10%	0%	6%	16%	7%[9.22 µM]	-25%
COc1cc(N)c2ncccc2c1Cl	-1	7	12%	2%	-5%	11%	6%	-10%
Cc1cc(NCCCn2ccnc2)n2nc(C)c(-c3ccc(Cl)cc3)c2n1	0	-23	6%	0%	-5%	-22%	-8%	15%
O=C(NCC1CCCO1)Nc1cc(Cl)cc(Cl)c1 (stereo not given)	2	-4	5%	-6%	-2%	15%	7%	-34%
COc1cc2nc(CN(C)Cc3ccc(SC)cc3)[nH]c(=O)c2cc1OC	0	2	12%	0%	8%	-21%	-26%	38%
CC(C)CN(CCNC(=O)CN1C(=O)COc2ccc(S(=O)(=O)N3CCOCC3)cc21)CC(C)C	-6	0	-3%	3%	4%	3%	3%	-22%
Cc1ccc(C(O)c2ncc(-c3ccccc3Cl)[nH]2)cc1F (stereo not given)	-11	-16	12%	11%	-12%	15%	2%	-16%
Cc1cc(NC(=O)CN2C(=O)NC(Cc3ccccc3)C2=O)no1 (stereo not given)	2	-13	13%	1%	0%	-8%	-7%	14%
O=C1NC(=S)N/C1=C/c1cccnc1	-1	6	2%	12%	15%	-9%	-1%	-15%
COc1ccccc1CN1CC(C(=O)N(C)CCOc2ccccc2)CCC1=O (stereo not given)	0	1	5%	-2%	0%	-9%	8%	9%
CCOC(=O)C1CCCN(Cc2nc(C3CC3)no2)C1 (stereo not given)	-4	14	13%	-1%	-1%	5%	2%	-10%
COc1ccc2c(c1)c(C(=O)OCCN(C)C)c(C)n2C	-8	-20	-1%	-7%	11%	-13%	2%	27%

A run of entries from the list above:
SMILES	DRD3 agonist	DRD3 antagonist	EPAC2 ag	aSyn yeast inh	EPAC2 antagonist	TDP43 rescue	Abeta rescue	FUS suppressor
Cc1ccc2c(c1)C1CN(C)CCC1N2C(=S)Nc1ccc(OC(F)F)cc1 (stereo not given)	-8	-6	6%	-15%	-7%	-10%	-18%	9%
COc1cccc(-c2c3c([nH]c(=O)c2C#N)CCc2cc(OC)ccc2-3)c1	-7	-23	2%	-7%	-3%	-18%	-12%	26%
COc1ccc(OCc2cc(C(=O)N(C)Cc3nccn3C)no2)c2ccccc12	3	14	5%	1%	2%	-16%	-15%	x

Further results:
SMILES	DRD3 agonist	DRD3 antagonist	EPAC2 ag	aSyn yeast inh	EPAC2 antagonist	TDP43 rescue	Abeta rescue	FUS suppressor
Cn1c(=O)c2c(-c3ccccc3)n(CCCN3CCOCC3)cc2n(C)c1=O	-3	-23	1%	-17%	-5%	-20%	-9%	6%
CC(C)(CN1CCN(Cc2ccccc2)CC1)NS(=O)(=O)c1ccc(Cl)cc1	-18	-61*	2%	0%	-10%	8%	9%	-9%
O=c1c(Cl)c(NCc2ccc(F)cc2Cl)cnn1C12CC3CC(CC(C3)C1)C2	2	-6	-4%	2%	-4%	-31%[inhibitor]	2%	x
CC(C)N1CCC(N2CCN(Cc3cc(F)ccc3-n3cccn3)CC2CCO)CC1 (stereo not given)	0	-16	9%	-3%	5%	-11%	-11%	11%
CCOC(=O)C1=C(C)Nc2nc(SCC)[nH]c(=O)c2C1c1ccncc1 (stereo not given)	1	-14	3%	-2%	-17%	4%	14%	19%
CCOC(=O)C1C(=O)OC2(CCCCC2)C1C(=O)OCC (stereo not given)	2	14	14%	-7%	-3%	-10%	9%	11%
O=C(N/C(=C/c1cccs1)C(=O)N1CCCC1)c1ccccc1	4	12	-1%	5%	-5%	14%	13%	-3%
CC1CN(C(=O)CSc2nnc(NC(=O)NC(C)(C)C)s2)CC(C)O1 (stereo not given)	1	23	-4%	-13%	15%	16%	3%	2%
Cc1ccc(C)c(NC(=O)Cn2cc(C(=O)C3CCCCC3)c3ccccc32)c1	7	x	x	x	x	11%	4%	3%
O=c1[nH]c(=O)n(C2CC(O)C(CO)O2)cc1Br (stereo not given)	-1	6	-2%	-13%	2%	22%	-6%	x
CCOC(=O)Cn1nc(C)n(-c2ccc(C(C)(C)C)cc2)c1=O	0	12	-4%	8%	-5%	21%	-4%	1%
Cn1cc(S(=O)(=O)N2CCCC2)cc1C(=O)NCCc1ccccc1	-1	-10	2%	1%	2%	1%	2%	-25%
COc1ccc2ccccc2c1CNCCN1CCOCC1	-2	10	5%	6%	5%	6%	-4%	-13%
